Screening data as filed in PubChem BioAssay.
AmpC det inh: AmpC beta-lactamase inhibition, detergent assay. purified AmpC, nitrocefin hydrolysis with detergent. actives 0.09% (n = 71,000). AID 584. Potency, µM (titrated, usually from 28.7 µM), inactives show at the highest dose activity change, negative = inhibition; active means well fitted curve in the direction sought with a large enough effect
Target sequence (P00811 whole entry, looked up): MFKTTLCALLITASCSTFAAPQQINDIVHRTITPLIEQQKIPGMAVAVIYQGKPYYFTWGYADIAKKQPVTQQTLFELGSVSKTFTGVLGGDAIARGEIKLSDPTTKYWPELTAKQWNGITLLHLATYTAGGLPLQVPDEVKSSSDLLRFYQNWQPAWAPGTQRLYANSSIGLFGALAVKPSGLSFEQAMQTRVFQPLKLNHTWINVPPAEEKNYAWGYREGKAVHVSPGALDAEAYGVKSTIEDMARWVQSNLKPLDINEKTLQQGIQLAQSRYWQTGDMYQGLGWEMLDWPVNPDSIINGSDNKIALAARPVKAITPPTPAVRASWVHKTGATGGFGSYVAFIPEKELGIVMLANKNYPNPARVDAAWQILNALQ
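E. coli AmpC (5.3 nM) in 20 mM phosphate pH 7.0 with 0.01% Triton X-100, preincubated 15 min RT with compound; nitrocefin (2 uL of 800 uM stock) hydrolysis followed by 480 nm absorbance every 20 s over 4 min.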
* marks the source's active call; other numbers are inactive results; [ ] = another dose, or the depositor's remark. On the % scale 0 is the no-effect control and ±100 the full control effect; potency means the concentration at half of the fitted maximal effect.

`Cn1cnnc1SCC(=O)c1cc2ccccc2oc1=O` gave AmpC det inh 19%.
Screening Clc1cccc(Cl)c1C(Nc1nncs1)Nc1nncs1 returned AmpC det inh -6%[5.75 µM].
Screening O=C(c1ccc(CS(=O)(=O)c2ccc(Br)cc2)o1)N1CCOCC1 returned AmpC det inh 14%.
`Cc1csc(NC(=O)CSc2nc3sc(C)c(C)c3c(=O)[nH]2)n1` gave AmpC det inh 14%.
Cc1ccc(NC(=O)c2ocnc2C)cc1Cl was read as AmpC det inh -10%.
For COc1ccccc1NC(=O)CSc1nc2ncccc2[nH]1 the results were AmpC det inh -3%.
Screening COc1cccc(NC(=O)c2ncn[nH]2)c1 returned AmpC det inh -3%.
O=C(NCCN1CCc2ccccc2C1)C1CCN(S(=O)(=O)N2CCC3(CC2)OCCO3)CC1 was read as AmpC det inh -2%.
COC(=O)CC1NC2CCCCC2NC1=O (centres undefined) was read as AmpC det inh -2%.
For COCCCn1c(Cc2ccccc2)nnc1SCC(=O)N1CCCCC1 the results were AmpC det inh 10%.
CC1(C)Oc2ccc(C(=O)N3CCOCC3)cc2N(CC(=O)Nc2ccccc2)C1=O was read as AmpC det inh -1%.
For CNC(=O)c1c(NC(=O)c2nc3ccccc3s2)sc2c1CCC2 the results were AmpC det inh 11%.
`O=C(c1cc2ccccc2oc1=O)N1CCSC1c1ccco1` (centres undefined) gave AmpC det inh 1%.
`O=C1NC2(CCCc3ccccc32)C(=O)N1Cc1nnc(-c2ccccc2Br)o1` (centres undefined) gave AmpC det inh 2%.
For O=C(OCc1c(Cl)cccc1Cl)c1cnccn1 the results were AmpC det inh -7%.
Screening COC(=O)CSc1nnnn1-c1ccccc1 returned AmpC det inh 18%.
CCCSC1=C(C#N)C(c2ccc(Cl)cc2Cl)CC(=O)N1 (centres undefined) was read as AmpC det inh -2%.
For CCN(CC)C(=O)CSc1nnc(-c2cccnc2)n1CCc1ccccc1 the results were AmpC det inh 6%.
CCCOC(=O)c1ccc(Oc2cn[nH]c2-c2ccc(OCC)cc2O)cc1 was read as AmpC det inh 0%.
Screening CCOC(=O)c1c(C)nc(-c2ccccc2)nc1NC(=O)C(C)C returned AmpC det inh -1%.
`COc1ccccc1Cc1nc(-c2ccc(Br)o2)no1` gave AmpC det inh 10%.
`O=C(c1cc2nc(C3CC3)cc(C(F)F)n2n1)N1CCOCC1` gave AmpC det inh -5%.
For COC(=O)CC1=C(C(=O)OC)C(c2cccs2)C(C#N)=C(N)O1 (centres undefined) the results were AmpC det inh -1%.
O=C(NC(=O)c1ccccc1)OCC(F)(F)F was read as AmpC det inh 9%.
CCCn1c(CN(C)Cc2ccccc2)nc2c1c(=O)n(C)c(=O)n2C was read as AmpC det inh -3%.
CCC1CCCCN1S(=O)(=O)c1ccc(S(=O)(=O)N2CCN(S(=O)(=O)CC)CC2)cc1 (centres undefined) was read as AmpC det inh 14%.
For O=C1C2CCCN2C(c2cccs2)N1c1ccc(Cl)cc1 (centres undefined) the results were AmpC det inh -3%.
For COc1ccc(-c2noc(CCC(=O)NCc3cccnc3)n2)cc1OC the results were AmpC det inh 12%.
Screening C=CC(=O)CC returned AmpC det inh 9%.
`COc1c(Cl)cc(Cl)cc1/C=N/n1cnnc1` gave AmpC det inh 2%.
`O=P(O)(O)c1ccccc1` (tested in a mixture with another compound) gave AmpC det inh 20%[5.75 µM].
`O=C(NCCc1ccccn1)c1n[nH]c(=O)c2ccccc12` gave AmpC det inh 0%.
`[O-]/[N+](=N\O)c1ccccc1` gave AmpC det inh 27%.
`CN1C[C@H](CNC(=O)OCc2ccccc2)C[C@H]2c3cccc4c3c(cn4C)C[C@@H]21` gave AmpC det inh -6%.
For Cc1cccc(Nc2ccccc2)c1 the results were AmpC det inh -4%.
COc1ccc(CCNc2ncnc3[nH]ncc23)cc1OC was read as AmpC det inh 15%.
c1csc(C(c2nnnn2C2CCCC2)N2CCOCC2)c1 (centres undefined) was read as AmpC det inh 2%.
Screening COc1ccc(-n2c(SCC#N)nnc2-c2cccnc2)cc1 returned AmpC det inh 9%.
Cc1ccc(S(=O)(=O)NC(=O)N2CCC(C)CC2)cc1 was read as AmpC det inh -3%.
For CCOC(=O)C(CCC#N)(CCC#N)C(=O)OCC the results were AmpC det inh 7%.
Screening Cn1c(CN2CCCCC2)nc2cc(NS(=O)(=O)c3ccc(Cl)cc3)ccc21 returned AmpC det inh -7%.
`Cc1cccc(NC(=O)CSc2nnc(CSc3nc(C)cc(C)n3)n2Cc2ccco2)c1` gave AmpC det inh 6%.
Cc1ccc(-c2csc(=S)n2CC(=O)OCC(=O)NCc2ccco2)cc1 was read as AmpC det inh 18%.
`CC(=O)OC[C@@H]1O[C@@H](Oc2cc(OC(C)=O)c3c(=O)cc(-c4ccc(OC(C)=O)c(OC(C)=O)c4)oc3c2)[C@H](OC(C)=O)[C@H](OC(C)=O)[C@@H]1OC(C)=O` gave AmpC det inh 1%.
Screening CCn1c(C(Cc2ccccc2)NC(=O)COC)nc2ccccc21 (centres undefined) returned AmpC det inh 8%.

Ordered by molar mass (largest number first): some entries from above.
`CC(=O)OC[C@@H]1O[C@@H](Oc2cc(OC(C)=O)c3c(=O)cc(-c4ccc(OC(C)=O)c(OC(C)=O)c4)oc3c2)[C@H](OC(C)=O)[C@H](OC(C)=O)[C@@H]1OC(C)=O` gave AmpC det inh 1%.
`Cc1cccc(NC(=O)CSc2nnc(CSc3nc(C)cc(C)n3)n2Cc2ccco2)c1` gave AmpC det inh 6%.
Screening Cn1c(CN2CCCCC2)nc2cc(NS(=O)(=O)c3ccc(Cl)cc3)ccc21 returned AmpC det inh -7%.
Screening O=C(c1ccc(CS(=O)(=O)c2ccc(Br)cc2)o1)N1CCOCC1 returned AmpC det inh 14%.
For CCN(CC)C(=O)CSc1nnc(-c2cccnc2)n1CCc1ccccc1 the results were AmpC det inh 6%.
Screening CCOC(=O)c1c(C)nc(-c2ccccc2)nc1NC(=O)C(C)C returned AmpC det inh -1%.
For COc1ccccc1NC(=O)CSc1nc2ncccc2[nH]1 the results were AmpC det inh -3%.
`Cn1cnnc1SCC(=O)c1cc2ccccc2oc1=O` gave AmpC det inh 19%.
COc1ccc(CCNc2ncnc3[nH]ncc23)cc1OC was read as AmpC det inh 15%.
For O=C(OCc1c(Cl)cccc1Cl)c1cnccn1 the results were AmpC det inh -7%.
`COc1c(Cl)cc(Cl)cc1/C=N/n1cnnc1` gave AmpC det inh 2%.
For CCOC(=O)C(CCC#N)(CCC#N)C(=O)OCC the results were AmpC det inh 7%.
Cc1ccc(NC(=O)c2ocnc2C)cc1Cl was read as AmpC det inh -10%.
Screening COC(=O)CSc1nnnn1-c1ccccc1 returned AmpC det inh 18%.
Screening COc1cccc(NC(=O)c2ncn[nH]2)c1 returned AmpC det inh -3%.
For Cc1cccc(Nc2ccccc2)c1 the results were AmpC det inh -4%.

Next part:
`CCOC(C)OCC` gave AmpC det inh 12%.
N#Cc1ccc(CN2CCCC3(CCN(C(=O)c4csnn4)CC3)C2)cc1 was read as AmpC det inh 1%.
Screening O=C(NCC(=O)N(CCN1CCOCC1)C(C(=O)NC1CCCC1)c1cccs1)c1ccco1 (centres undefined) returned AmpC det inh 2%.
O=C(CSc1ccc(Cl)cc1)Nn1cnnc1 was read as AmpC det inh -1%.
`O=C(NCc1cccs1)c1ccc(N2CCCCC2)nc1` gave AmpC det inh 0%.
For COc1ccc(OC)c(C2NC(=O)NC(C)=C2C(=O)Nc2ccc(C)cc2)c1 (centres undefined) the results were AmpC det inh -3%.
`NNc1c(C(N)=O)c2c(N)ncnc2n1[C@@H]1O[C@H](CO)[C@@H](O)[C@@H]1O` gave AmpC det inh -3%[5.75 µM].
Cc1cc(C(F)F)n2ncc(C(=O)NCc3ccccc3)c2n1 was read as AmpC det inh 1%.
COc1cc(C(=O)n2nc(C)cc2C)cc(OC)c1OC was read as AmpC det inh 0%.
`Cn1c(SCC(=O)NC2CC2)nnc1-c1ccco1` gave AmpC det inh 1%.
Screening Cc1noc(C)c1S(=O)(=O)N1CCCC(C(=O)NCCc2ccccc2)C1 (centres undefined) returned AmpC det inh 6%.
O=C(CN(C(=O)Cn1nnc(-c2cccs2)n1)c1ccc2c(c1)OCCO2)NC1CCCCC1 was read as AmpC det inh -1%.
For Cc1csc(SCC(=O)c2cc(C)n(Cc3cccs3)c2C)n1 the results were AmpC det inh -4%.
`CCOc1ccc(-c2nc(-c3ccc(OC)c(OC)c3)no2)cc1OCC` gave AmpC det inh -2%.
For Cn1c(C(=O)NC2CCCCC2)cc2sccc21 the results were AmpC det inh 1%.
Screening Cc1ccccc1C(=O)Nc1ccc(Br)cn1 returned AmpC det inh -3%.
For COc1ccc(OC)c([C@H](O)CNC(=O)CN)c1 the results were AmpC det inh -1%[12.8 µM].
`COc1ccc(-c2cc(C(=O)NCc3cccs3)no2)cc1OC` gave AmpC det inh 7%.
`Cc1ccc2c(c1)cc(CN(CCc1ccccc1)C(=O)N1CCOCC1)c1nnnn12` gave AmpC det inh 12%.
Cc1ccc(C)c(N2CCN(C(=O)c3ccc(CS(=O)(=O)c4ccccc4C)o3)CC2)c1 was read as AmpC det inh -1%.
`NC(=O)CN1C2CCC1CC(NC(=O)C1CC1)C2` (centres undefined) gave AmpC det inh -2%.
For O=C(CC12CC3CC(CC(C3)C1)C2)N1CCOCC1 the results were AmpC det inh 1%.
`Fc1ccc(OCc2nn3cnnc3s2)cc1` gave AmpC det inh 8%.
Screening CCn1c(SCc2nc3ccccc3s2)nc2cc(S(=O)(=O)N3CCOCC3)ccc21 returned AmpC det inh 1%.
O=C(NCc1ccco1)c1ccc(OCC2CCCO2)cc1 (centres undefined) was read as AmpC det inh -5%.
For COc1ccc(Oc2ncc3nc(-c4cccs4)c(=O)n(CCC#N)c3n2)cc1 the results were AmpC det inh 0%.
O=C(Nc1ccc2oc(-c3cccnc3)nc2c1)c1cccnc1 was read as AmpC det inh 0%.
Screening COc1cc(OC)cc(C(=O)NC2CC3CCC(C2)N3Cc2ccco2)c1 (centres undefined) returned AmpC det inh 1%.
For COCCCNC(=O)CC(NS(=O)(=O)c1ccc(OC)cc1)c1ccc(OC)cc1 (centres undefined) the results were AmpC det inh -6%.
For CCCN(CCC)CCNc1c(N2CCN(C(=O)OCC)CC2)c(=O)c1=O the results were AmpC det inh -5%.
CCOC(=O)CSc1nc2c(c(=O)[nH]c(=O)n2C)n1C/C=C(/C)Cl was read as AmpC det inh -1%.
CCCCn1nnc(NC(=O)c2ccco2)n1 was read as AmpC det inh 2%.
`CCNc1nc(NCC)nc(OCCOC(=O)c2ccccc2)n1` gave AmpC det inh 25%.
COc1ccc(CN2CC(C(=O)NCCCOC(C)C)CC2=O)cc1 (centres undefined) was read as AmpC det inh -3%.
For CC(=O)Nc1cnn(Cc2ccc(Br)cc2)c1 the results were AmpC det inh -6%.
`CCOC(=O)N1CCC(N2C(=O)c3ccc(C(=O)NCc4ccco4)cc3C2=O)CC1` gave AmpC det inh 4%.
For N#CCCS(=O)(=O)c1nnnn1-c1ccccc1 the results were AmpC det inh -7%.
CCOC(=O)c1ccccc1NC(=O)COC was read as AmpC det inh -3%.
CCOc1ccc(NC(=O)C2CC(=O)N(CC)C(=Nc3ccc4c(c3)OCO4)S2)cc1 (centres undefined) was read as AmpC det inh 1%.
Cc1ccc(Nc2nc(N)nc(CSc3nccn3C)n2)c(C)c1 was read as AmpC det inh -3%.
For COCC(C)n1c(SCc2ccc(C(=O)OC)o2)nc2ccccc2c1=O (centres undefined) the results were AmpC det inh -2%.
Screening CCC(=O)c1cc(F)c(N2CCN(S(=O)(=O)c3ccccc3)CC2)cc1C returned AmpC det inh 1%.
For CSCCC(NC(N)=O)C(=O)NCC1CCCCC1 (centres undefined) the results were AmpC det inh 1%.
Screening C#CC(CO)N(CCN(Cc1ccccc1)C(C#C)CO)Cc1ccccc1 (centres undefined) returned AmpC det inh 4%.
Cc1cc(C)cc(N(C(=O)CNC(=O)c2ccco2)C(C(=O)NC2CCCC2)c2cccnc2)c1 (centres undefined) was read as AmpC det inh -1%.
CCOC(=O)/C(C(N)=NC(C)C)=C(\O)c1ccccc1 was read as AmpC det inh -7%.
Screening COC(=O)N1CCN(c2ccc(C(C)=O)cc2)CC1 returned AmpC det inh 3%.
Screening O=C(Nc1cccc2c1CCCC2)C1CCCN(S(=O)(=O)c2cccc3nonc23)C1 (centres undefined) returned AmpC det inh 14%.
For COc1cc2c(cc1OC)CN(C(=O)CC1CC3CCC1C3)CC2 (centres undefined) the results were AmpC det inh -6%.
For O=c1cnc2cnc(Oc3cccc(Cl)c3)nc2n1Cc1ccc(F)cc1 the results were AmpC det inh 0%.
O=C1Nc2ccccc2C12OCCCO2 was read as AmpC det inh -2%.
O=C(c1cnccn1)N1CCC2(CC1)CN(c1ncccn1)C2 was read as AmpC det inh -4%.
Screening COc1ccc(CCNC(=O)c2nnc(Cc3c(F)cccc3Cl)o2)cc1OC returned AmpC det inh -2%.
`CCCn1c(-c2ccc(F)cc2)nc2c(NCCCCN(C)C)nc(C)nc21` gave AmpC det inh 17%.
Screening O=C(Nc1ccccc1N1CCN(C(=O)c2ccccc2)CC1)c1cc2ccccc2o1 returned AmpC det inh -4%.
For O=C(Cn1c(=O)oc2cc(S(=O)(=O)N3CCOCC3)ccc21)N1CCc2ccccc2C1 the results were AmpC det inh 14%.
`Cc1[nH]c(=O)[nH]c(=O)c1S(=O)(=O)N1CCC(C(=O)N2CCN(Cc3ccccc3)CC2)CC1` gave AmpC det inh 1%.
For C=CCN=c1sc(C(=O)OC)cc(=O)n1CC=C the results were AmpC det inh -8%.
For CCN(CC)C(=O)c1csc(Nc2ccc(C)cc2)n1 the results were AmpC det inh -2%.
For CCOC(=O)N1CCN(c2c(NCCc3ccc(OC)c(OC)c3)c(=O)c2=O)CC1 the results were AmpC det inh 11%.
Cc1nc2ccc3nc(NC(=O)c4ccco4)sc3c2s1 was read as AmpC det inh -2%.
CN1CCN(C2=C(Cl)C(=O)N(c3ccc(Cl)cc3)C2=O)CC1 was read as AmpC det inh -3%.
Cc1cc2c(c(=O)o1)C(C(C)C)C(C#N)=C(N)O2 (centres undefined) was read as AmpC det inh -2%.

These rows are one share of the data; rates above refer to the full screens.
